Growth percent in the NCI-60 one-dose screen (48 h, 10 µM unless noted): 100 = growth as untreated, 0 = no growth, -100 = all killed.
BT-549 – BT-549 breast cancer; 4.4% of 78,000 active; AID 1794793
HS 578T – HS 578T breast cancer; 4.1% of 78,000 active; AID 1794788
SR – SR leukemia cells; 8.7% of 73,000 active; AID 1794780
MDA-MB-468 – MDA-MB-468 breast cancer | 8.5% of 78,000 active | AID 2202374
K-562 – K-562 leukemia | 7.4% of 78,000 active
T-47D – T-47D breast cancer; AID 1794792; 5% of 79,000 active
MCF7 – MCF7 breast cancer. 6.3% of 82,000 active. AID 1794796
MDA-MB-231 – MDA-MB-231 breast cancer; AID 1794789; 5% of 81,000 active
An asterisk follows results filed as active; . = no result given; & = joins results of further samples. The calls were made as follows: active = growth percent below 10; inactive = the rest.

1) O=C(O)C1CC(c2ccccc2)=NN1/C=c1\sc2ncnn2c1=O (configuration not stated)
2) CCCCn1cnc2c(SCc3cccc(F)c3)nc(N)nc21
3) N[C@H]1CC[C@@H](C(=O)O)C1
4) Cn1cccc1-c1cc(-c2ccccc2Br)c(C#N)c(=O)[nH]1
5) CSc1cc(C)c(O)c(C)c1
6) CC(=O)C1(O)CCC2C3CCC4CC(=O)CCC4(C)C3C(=O)CC21C (configuration not stated)
7) [O-][n+]1onc(-c2ccccc2)c1COc1ccc(Nc2ncnc3c2cnn3-c2ccccc2)cc1
8) N#Cc1nn(-c2cc(=O)[nH]c3ccc(Cl)cc23)c(N)c1C#N
Screen / compound no. | 1 | 2 | 3 | 4 | 5 | 6 | 7 | 8
BT-549 | 104 | 95 | 105 | 116 | 90 | . | 95 | 88
HS 578T | 112 | 107 | 99 | 94 | 108 | 98 | 99 | 103
SR | 96 | 73 | 100 | 113 | 98 | 97 | 85 | 0.7*
MDA-MB-468 | 122 | 99 | 109 | 100 | 93 | 98 | 107 | 110
K-562 | 87 | . | 103 | 114 | 101 | 109 | 88 | -44*
T-47D | 99 | 111 | 100 | . | 95 | 103 | 96 | 67
MCF7 | 94 | 106 | 96 | 96 | 95 | 102 | 96 | 100
MDA-MB-231 | 126 | 105 | 104 | 101 | 110 | 87 | 98 | 108

9) N#CC1(C#N)C(c2cc(=O)[nH]c(=O)[nH]2)OC23CCCCC2C1(C#N)C(=N)O3 (configuration not stated)
10) O=C1C(c2nnc(-c3ccccc3)n2-c2ccc(Cl)cc2)=C(O)c2ccccc21
11) COc1ccc(C/C(C)=C(/c2ccc(OCCN3CCCCCC3)cc2)c2ccc(OC(=O)NCc3ccccc3)cc2)cc1
12) CCCCCCCCCCOC(=O)c1cccnc1
13) O=C(O)c1ccc(-c2nn(-c3ccc(C(F)(F)F)cc3)cc2CNc2ccc(Cl)c(C(=O)O)c2)cc1
14) COc1ccc(NC(=O)c2cccc(C3CCc4c(cc(OC)c(OC)c4OC)O3)c2)cc1 (configuration not stated)
15) O=C(Cn1c(=O)sc2nc3ccccc3nc21)Nc1ncc(Cc2ccc(Cl)cc2)s1
16) NC(N)=N/N=C(/c1ccccc1)c1ccc(N)cc1
Screen / compound no. | 9 | 10 | 11 | 12 | 13 | 14 | 15 | 16
BT-549 | 112 | 104 | 100 | 103 | 100 | 26 | 92 | 73
HS 578T | 93 | 105 | 75 | 94 | 107 | 22 | 92 | 150
SR | 76 | 84 | -43* | 89 | 100 | 5.2* | 65 | 89
MDA-MB-468 | 87 | 104 | 83 | 100 | 112 | 22 | 108 | 119
K-562 | 87 | 90 | 28 | 103 | 102 | 6.8* | 99 | 113
T-47D | 114 | 92 | 51 | 103 | 110 | 16 | 93 | 107
MCF7 | 90 | 95 | 30 | 102 | 99 | 11 | 93 | 97
MDA-MB-231 | 94 | 96 | 84 | 104 | 107 | 31 | 97 | 103

17) CCOC(=O)CC[C@H](NC(=O)c1ccc(NC(=O)Cn2cnc3c(c(SC)nn3-c3ccc(Br)cc3)c2=O)cc1)C(=O)OCC
18) C=C(OC1C(C(C)C)CCC2(C)C1[O+]2c1ccc(C(C)C)cc1)C(O)(CCC(C)(O)C(=O)OC1(C(C)C)CC=C(C)CC1)C(C)C (configuration not stated)
19) CC12CCC3C(CCC4=C(O)C(=S)CCC43C)C1CCC2=S (configuration not stated)
20) COc1cc(-c2noc(CNC(=O)OCc3ccccc3)n2)cc(OC)c1OC
21) CC(C)(C)c1nn(-c2ccccc2)c2c1COCN2Cc1ccc2c(c1)OCO2
22) Cc1ccc(/C=C2/SC(=O)N(CC(=O)N3CCN(c4cc5c(cc4F)c(=O)c(C(=O)O)cn5C4CC4)CC3)C2=O)cc1
23) CCCNC(=O)Oc1ccc(/C(=C(/CC)Cc2ccccc2)c2ccc(OCCN3CCCCC3)cc2)cc1
24) CC(C)N(C(=O)c1cccc([N+](=O)[O-])c1)C(C)C
Screen / compound no. | 17 | 18 | 19 | 20 | 21 | 22 | 23 | 24
BT-549 | 94 | 98 | 94 | 104 | 115 | 107 | 109 | 109
HS 578T | 91 | 106 | 118 | 91 | 91 | 96 | 84 | .
SR | . | 100 | 88 | 106 | 43 | 100 | 53 | .
MDA-MB-468 | 108 | 108 | . | . | 86 | 104 | 101 | 103
K-562 | 107 | 94 | 68 | 98 | 54 | 105 | 71 | 110
T-47D | 105 | 94 | 102 | 87 | 57 | 109 | 66 | 96
MCF7 | 97 | 99 | 97 | 102 | 79 | 94 | 42 | 94
MDA-MB-231 | 101 | 113 | 108 | 91 | 84 | 103 | 96 | 118

Among those listed so far, these have two or more sulfur atoms:
15) O=C(Cn1c(=O)sc2nc3ccccc3nc21)Nc1ncc(Cc2ccc(Cl)cc2)s1
19) CC12CCC3C(CCC4=C(O)C(=S)CCC43C)C1CCC2=S (configuration not stated)
Screen / compound no. | 15 | 19
BT-549 | 92 | 94
HS 578T | 92 | 118
SR | 65 | 88
MDA-MB-468 | 108 | .
K-562 | 99 | 68
T-47D | 93 | 102
MCF7 | 93 | 97
MDA-MB-231 | 97 | 108

Remaining list, next part.
25) C[C@@H]1C(=O)N(C[C@H](Cc2ccccc2)N(Cc2ccccc2)Cc2ccccc2)[C@]1(Cc1ccccc1)C(=O)OC(C)(C)C
26) COc1cccc(C(=O)N(c2ccc(F)cc2C(F)(F)F)C(C(=O)NC(C)(C)C)c2cc3c(C)cc(C)cc3nc2Cl)c1 (configuration not stated)
27) COc1ccc(-c2cc(-c3c(C)oc4cc5occc5c(OC)c4c3=O)nc(N)c2C#N)cc1OC
28) CNC(=O)c1cc(Oc2cccc3nc(NC(=O)c4ccc(Cl)cc4Cl)ccc23)ccn1
29) COc1ccc(COC(=O)c2ccc(C(C)C)cc2)cc1
30) COc1ccc2cc1Oc1ccc(cc1)C[C@H]1c3cc(c(OC)cc3CCN1C)Oc1c(OC)c(OC)cc3c1[C@H](C2)N(C)CC3
31) O=C1CCN(S(=O)(=O)c2ccc(OC(F)(F)F)cc2)CC1
32) NCC(O)CN
Screen / compound no. | 25 | 26 | 27 | 28 | 29 | 30 | 31 | 32
BT-549 | 86 | 91 | 71 | 88 | 109 | . | 106 | .
HS 578T | 73 | 89 | 54 | 110 | 134 | 46 | 103 | 100
SR | 56 | 101 | 6.0* | 94 | . | -7.9* | 96 | 93
MDA-MB-468 | 11 | 86 | 76 | 73 | . | . | 95 | 101
K-562 | 52 | 113 | 32 | 85 | 135 | -75* | 94 | 91
T-47D | 47 | 94 | 41 | 73 | 105 | . | 97 | 90
MCF7 | 51 | 82 | 25 | 85 | 106 | 53 | 93 | 96
MDA-MB-231 | 62 | 91 | 64 | 104 | 100 | 8.5* | 93 | 93

33) Cc1cccc(OC(=O)Cc2ccccc2)c1
34) CC(C)(C#N)OC(=O)Nc1c(Cl)cccc1Cl
35) Cn1cc(-c2nc(-c3c[nH]c4ncccc34)cs2)c2cc(Br)ccc21
36) CCOC(=O)/C(C#N)=C/c1cccc(C)c1
37) CN(NC(=O)c1cnccn1)c1nc2cc(F)ccc2n2cccc12
38) CCCC(C)(O)c1ccccc1 (configuration not stated)
39) O=C(CCCOc1ccc(Cl)cc1Cl)OCCOc1ccc(Cl)cc1Cl
40) CCOC(CCC#N)c1ccccc1 (configuration not stated)
Screen / compound no. | 33 | 34 | 35 | 36 | 37 | 38 | 39 | 40
BT-549 | 114 | 105 | 100 | 64 | 79 | 99 | . | 95
HS 578T | 111&99 | 99 | 98 | 107 | 86 | 97 | 104 | 109
SR | 100&94 | 81 | . | . | 28 | . | 106 | 110
MDA-MB-468 | 108&114 | 105 | 5.2* | 91 | 68 | 97 | 107 | 114
K-562 | 110&99 | 107 | 60 | . | 71 | 101 | 103 | 114
T-47D | 96&103 | 114 | 84 | 86 | 81 | 104 | 92 | 95
MCF7 | 98&104 | 96 | 35 | 91 | 63 | 88 | 90 | 100
MDA-MB-231 | 113&106 | 99 | 85 | 110 | 58 | 114 | 111 | 106

41) c1ccc([Se]CCCN2CCN(CCC[Se]c3ccccc3)CC2)cc1
42) COc1ccc(CSc2nc3cc(OC)c(OC)cc3c(=O)n2-c2ccc(OC)cc2)cc1
43) NC(=O)SCC(=O)Nc1cccc(O)c1
44) CCCCCCCC(=O)OC1CCC(C2CCCCC2)CC1 (configuration not stated)
45) NC(=O)C(=CNC(=S)N=Nc1c(O)[nH]c2ccccc12)C(N)=O
46) Cc1ccc(C)o1
47) O=C(O)c1ccccc1C(=O)OC1CC2CCC1C2 (configuration not stated)
48) CCCCOc1cc(C(=O)O)ccc1[N+](=O)[O-]
Screen / compound no. | 41 | 42 | 43 | 44 | 45 | 46 | 47 | 48
BT-549 | 125 | 102 | 110 | 104 | 100 | . | 98&107 | 114
HS 578T | 110 | 99 | 98 | 105 | 98 | 133 | 108&99 | 116
SR | 126 | 105 | 117 | . | 93 | 90 | 88&88 | 86
MDA-MB-468 | . | 104 | 100 | 106 | 118 | 114 | 115&96 | 113
K-562 | 129 | 100 | 105 | 101 | 111 | 101 | 88&103 | .
T-47D | 111 | 103 | 96 | 97 | 83 | 106 | 99&105 | 101
MCF7 | 110 | 98 | 106 | 99 | 92 | 97 | 93&101 | 103
MDA-MB-231 | 99 | 113 | 105 | 103 | 100 | 108 | 108&135 | 104

Pulled one by one from the list above (2):
44) CCCCCCCC(=O)OC1CCC(C2CCCCC2)CC1 (configuration not stated)
47) O=C(O)c1ccccc1C(=O)OC1CC2CCC1C2 (configuration not stated)
Screen / compound no. | 44 | 47
BT-549 | 104 | 98&107
HS 578T | 105 | 108&99
SR | . | 88&88
MDA-MB-468 | 106 | 115&96
K-562 | 101 | 88&103
T-47D | 97 | 99&105
MCF7 | 99 | 93&101
MDA-MB-231 | 103 | 108&135

Remaining list, next part:
49) O=C(O)c1ccc(-n2cc(CNc3cccc(Br)c3)c(-c3ccc(C(F)(F)F)cc3)n2)cc1
50) O=C(N/N=C/c1ccccc1Cl)c1ccccc1
51) O=C(O)c1cccc(N/C=C/C(=O)c2cc3cc(Br)ccc3oc2=O)c1
52) NC(=O)C1(c2ccccc2)OC(=O)c2ccccc21 (configuration not stated)
53) NC(N)=N/N=C/c1cc(Cl)ccc1O
54) CC(NC(=O)CSCC1NC(=O)C2C(N1)SC1CCCC12)C1CNN(C)C1 (configuration not stated)
55) O=C1c2cccc3c(N4CCCCC4)ccc(c23)C(=O)N1c1cccc(-c2nn(-c3ccccc3)cc2-c2nc3ccccc3s2)c1
56) O=C(/C(=N\Nc1ccc([N+](=O)[O-])cc1)c1ccccc1)c1ccccc1
Screen / compound no. | 49 | 50 | 51 | 52 | 53 | 54 | 55 | 56
BT-549 | 82 | 93 | 86 | 103 | 101 | 91 | 120 | .
HS 578T | 78 | 110 | 95 | 98 | 81 | 85 | 106 | 82
SR | 111 | 81 | 105 | 95 | 107 | 115 | 88 | 77
MDA-MB-468 | 87 | 75 | 96 | 97 | 93 | 90 | 102 | 88
K-562 | 39 | 94 | 119 | 89 | 96 | 108 | 103 | 62
T-47D | 65 | 88 | 90 | 100 | 89 | 105 | 107 | 80
MCF7 | 51 | 82 | 88 | 91 | 100 | 94 | 81 | 87
MDA-MB-231 | 90 | 113 | 94 | 110 | 81 | 102 | 102 | 81

57) N#CCc1ccc(N=Nc2c(N)nc(N)[nH]c2=O)cc1
58) N=c1c(S(=O)(=O)c2ccccc2)cc2c(=O)n3ccccc3nc2n1CCN1CCOCC1
59) CO[C@@H]1[C@@H](OC(N)=O)[C@@H](O)[C@H](Oc2ccc3c(O)c(NC(=O)c4ccc(O)c(CC=C(C)C)c4)c(=O)oc3c2C)OC1(C)C
60) CC[N+](CC)(CC)CCOCc1cccc2ccccc12
61) COc1ccc(N2C(=N)C(=S)N(c3ccc(OC)cc3)C2=O)cc1
62) CSc1ccc(-c2csc(-c3cc(Cl)cc(Cl)c3Cl)n2)cc1
63) COc1ccccc1NC(=O)c1sc2c(=O)[nH]c(C(F)(F)F)nc2c1C
Screen / compound no. | 57 | 58 | 59 | 60 | 61 | 62 | 63
BT-549 | 102 | 100 | 101 | 101 | 77 | 101 | 114
HS 578T | 107 | 106 | 90 | 105 | 104 | 103 | 104
SR | 87 | 101 | . | 106 | 90 | 85 | .
MDA-MB-468 | 102 | 109 | 109 | 56 | 111 | . | 127
K-562 | 93 | 95 | 102 | 97 | 81 | 84 | .
T-47D | 102 | 87 | 111 | 100 | 79 | 62 | 99
MCF7 | 98 | 96 | 106 | 100 | 87 | 76 | 88
MDA-MB-231 | 102 | 90 | 98 | 115 | 98 | 85 | 102

For convenience, 6 of the compounds above.
58) N=c1c(S(=O)(=O)c2ccccc2)cc2c(=O)n3ccccc3nc2n1CCN1CCOCC1
59) CO[C@@H]1[C@@H](OC(N)=O)[C@@H](O)[C@H](Oc2ccc3c(O)c(NC(=O)c4ccc(O)c(CC=C(C)C)c4)c(=O)oc3c2C)OC1(C)C
60) CC[N+](CC)(CC)CCOCc1cccc2ccccc12
61) COc1ccc(N2C(=N)C(=S)N(c3ccc(OC)cc3)C2=O)cc1
62) CSc1ccc(-c2csc(-c3cc(Cl)cc(Cl)c3Cl)n2)cc1
63) COc1ccccc1NC(=O)c1sc2c(=O)[nH]c(C(F)(F)F)nc2c1C
Screen / compound no. | 58 | 59 | 60 | 61 | 62 | 63
BT-549 | 100 | 101 | 101 | 77 | 101 | 114
HS 578T | 106 | 90 | 105 | 104 | 103 | 104
SR | 101 | . | 106 | 90 | 85 | .
MDA-MB-468 | 109 | 109 | 56 | 111 | . | 127
K-562 | 95 | 102 | 97 | 81 | 84 | .
T-47D | 87 | 111 | 100 | 79 | 62 | 99
MCF7 | 96 | 106 | 100 | 87 | 76 | 88
MDA-MB-231 | 90 | 98 | 115 | 98 | 85 | 102
